CHO-K1 Ca antag – nonselective inhibitor or artifact in parental CHO-K1 cells; ATP-induced calcium, Fluo-8 fluorescence; inhibition, % at 3 µM; 360,000 compounds, 0.6% hits;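 active = inhibition above a per-plate cutoff, the plate's mean sample inhibition plus 3 SD, cut at about 24% in these data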;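 note: 0% = DMSO plus EC80 ATP and 100% = DMSO alone without ATP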
V1R ag counter – agonists of human V1a receptor, primary screen, counter-screen for OXTR agonist project, fluorescence, CHO-V1R cells. Vasopressin V1a receptor (Homo sapiens), P37288. Fluo-8 calcium fluorescence, agonist mode; 0% DMSO, 100% 3 nM vasopressin. activation, % at 3 µM. 320,000 compounds, 0.25% hits;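 active = activation above the mean activation of all tested compounds plus 3 SD, per screening run, cut at about 20% in these data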;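 note: signal is peak over basal fluorescence ratio across a 100 second FLIPR read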
CHRM1 agonist – human M1 muscarinic receptor agonists, primary screen, Fluo-8 calcium fluorescence, CHO-K1 cells, HTS | CHO-K1 hM1, agonist mode; 0% DMSO, 100% acetylcholine EC100 | Muscarinic acetylcholine receptor M1 (Homo sapiens), P11229 | 360,000 compounds, 0.33% hits | AID 588814, 2011 | activation, % at 3 µM;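 active = activation above the run's mean compound activation plus 3 SD, cut at about 16% in these data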;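 note: peak over basal fluorescence ratio within a 140 s kinetic read after compound addition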
Target sequence (P11229 whole entry, looked up): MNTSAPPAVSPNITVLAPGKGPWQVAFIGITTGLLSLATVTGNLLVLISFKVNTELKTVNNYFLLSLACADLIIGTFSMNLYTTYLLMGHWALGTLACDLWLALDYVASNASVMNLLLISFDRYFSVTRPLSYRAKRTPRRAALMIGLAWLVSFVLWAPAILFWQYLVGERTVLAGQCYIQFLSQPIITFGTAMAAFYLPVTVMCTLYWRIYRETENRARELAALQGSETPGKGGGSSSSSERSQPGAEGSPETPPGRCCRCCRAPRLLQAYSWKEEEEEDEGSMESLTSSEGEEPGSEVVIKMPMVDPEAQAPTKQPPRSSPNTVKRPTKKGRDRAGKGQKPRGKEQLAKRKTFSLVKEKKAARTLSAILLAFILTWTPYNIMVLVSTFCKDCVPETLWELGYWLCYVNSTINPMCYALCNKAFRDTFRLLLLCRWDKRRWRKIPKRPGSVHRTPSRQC
TAAR1 ag – human TAAR1 agonists, primary screen, Fluo-8 calcium fluorescence, CHO RD-HGA16 cells | 360,000 compounds, 0.99% hits | activation, % at 3 µM | vehicle wells 0%, saturating PEA agonist 100%;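 active = activation above the mean activation of all test compounds in the run plus 3 SD, cut at about 38% in these data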
Target sequence (Q96RJ0 whole entry, looked up): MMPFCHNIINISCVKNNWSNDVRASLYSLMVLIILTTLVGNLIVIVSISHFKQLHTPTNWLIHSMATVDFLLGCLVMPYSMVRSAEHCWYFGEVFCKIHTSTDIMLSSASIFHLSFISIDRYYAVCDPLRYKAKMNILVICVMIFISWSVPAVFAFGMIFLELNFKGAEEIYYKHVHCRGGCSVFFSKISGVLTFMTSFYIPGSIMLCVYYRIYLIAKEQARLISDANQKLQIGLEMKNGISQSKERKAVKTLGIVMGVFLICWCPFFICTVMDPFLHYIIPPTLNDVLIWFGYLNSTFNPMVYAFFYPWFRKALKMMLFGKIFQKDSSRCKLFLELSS
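Assay system: CHO-derived RD-HGA16 cells with stable Gα16 and human TAAR1; timing: 17-24 h seeding, 75 min 37 °C dye, 30 min RT; read-out: % activation from peak over basal fluorescence ratio, DMSO-to-PEA scaled; measured by: kinetic Fluo-8 calcium fluorescence; benchmarks: low control DMSO, high control PEA (EC100); doses: 3 µM single concentration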
TAAR1 antag – human TAAR1 antagonists, primary screen, Fluo-8 calcium fluorescence, CHO RD-HGA16 cells. antagonist. inhibition, % at 3 µM. 360,000 compounds, 1.5% hits;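 active = inhibition above a per-plate cutoff, the mean inhibition of test compounds on that plate plus 3 SD, cut at about 49% in these data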;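 note: 0% = DMSO plus EC80 beta-PEA response and 100% = DMSO alone without agonist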
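Assay system: CHO-derived RD-HGA16 cells stably expressing human TAAR1 plus Gα16. Timing: 140 s kinetic read after compound, 140 s after agonist. Technique: kinetic Fluo-8 calcium fluorescence measurement. Measure: % inhibition of agonist calcium response.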
M1 PAM parental – nonselective calcium activators in parental CHO-K1 cells, primary screen, counter-screen for M1 PAM project, cell-based, Fluo-8 calcium fluorescence, full deck, 1536-well | ATP EC20; 0% at ATP EC20, 100% at ATP max | activation, % at 3 µM | 360,000 compounds, 0.02% hits | AID 602247, 2012;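 active = activation above the run cutoff, the mean activation of all test compounds plus 3 SD, cut at about 40% in these data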;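 note: peak over basal fluorescence ratio in a 140 s read after ATP addition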
CHO parental Ca – ATP-evoked calcium signal inhibitors, parental CHO, primary screen, counter-screen for OX1R antagonist project, cell-based, fluorescence, Fluo-8 calcium dye. parental CHO-K1, ATP-induced calcium, Fluo-8 fluorescence. inhibition, % at 5.6 µM. 330,000 compounds, 0.63% hits. AID 463079, 2010;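 active = inhibition above that plate's mean sample inhibition plus 3 SD, cut at about 26% in these data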;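 note: 0% = ATP-challenged DMSO wells and 100% = DMSO wells without ATP; some compounds past the cut are filed as inactive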
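Material – parental CHO cells · Reagent – ATP stimulus · Compound – single nominal dose of 5.6 µM per compound · Detection – Fluo-8 fluorescence · Read-out basis – percent inhibition of calcium signal · Controls – ATP-challenged DMSO wells low, unchallenged DMSO wells high · Repeats – no replicates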
M1 ag parental – counter-screen for M1 agonists: effect in parental CHO-K1 cells. Fluo-8 calcium fluorescence; scaled to maximal ATP response, vehicle zero. activation, % at 3 µM. 360,000 compounds, 0.48% hits. AID 602248, 2012; in the data active = activation above about 15%;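 note: untransfected CHO-K1 host cells lacking M1 receptor as counterscreen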
OXTR potentiator – human OXTR potentiators, primary screen, fluorescence, CHO-OTR cells, Fluo-8 calcium. Oxytocin receptor (Homo sapiens), P30559. activation, % at 3 µM. 320,000 compounds, 0.061% hits. Fluo-8 calcium fluorescence, potentiator mode; 0% = oxytocin EC15, 100% = EC100;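 active = activation above that plate's cutoff, the mean activation of tested compounds plus 3 SD, cut at about 6.6% in these data, passing the limit was not always enough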;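 note: 100% uses oxytocin at 75 nM as the full agonist control; some results filed as inactive read as strong as hits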
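Assay system: CHO cell line stably expressing human OTR | Also added: Oxytocin at about EC15, sub-maximal agonist stimulus | Times: Compound 6 min at room temperature before oxytocin, 100 s read | Measured by: Fluo-8 intracellular calcium fluorescence, ex 470-495, em 515-575 nm | Controls: EC15 oxytocin alone as 0%, 75 nM oxytocin as 100%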
An asterisk follows results filed as active; / = no result given.

SMILES	CHO-K1 Ca antag	V1R ag counter	CHRM1 agonist	TAAR1 ag	TAAR1 antag	M1 PAM parental	CHO parental Ca	M1 ag parental	OXTR potentiator
COc1ccc(C(=O)N(CC2CCCO2)C(C(=O)NCCC(C)C)c2ccc(C)cc2)cc1OC (centres undefined)	-15	-0.5	-5	0	-10	24	-15	0.6	1
O=C(Nc1ccc(S(=O)(=O)N2C[C@@H]3C[C@@H](C2)c2cccc(=O)n2C3)cc1)c1ccc(F)cc1	-5	0.9	-9	-1	13	-7	-16	0.3	-1
O=C(NCCCN1CCCC1)c1ccc(CS(=O)(=O)c2ccc(Br)cc2)o1	3	-0.7	-13	0	4	18	-17	0.3	2
COc1ccc(S(=O)(=O)N2CCOCC2)cc1C(=O)NC1CCCCC1	-13	-0.6	-4	-1	-3	-4	-8	0.5	-10
COc1cccc(/C=C/c2ccncc2)c1OC	-17	-1.1	-8	6	-1	24	-3	-0.6	-7
Cc1ccn2c(=O)nc(SCC(=O)c3ccccc3)nc2c1	10	1.1	-4	0	-12	-21	-7	0.2	-1
COc1ccc(S(=O)(=O)N2CCC(C(=O)N[C@@H](C)C(=O)NCc3ccccn3)CC2)cc1	-3	/	-2	1	-1	-11	/	-0.1	/
COc1ccc(NC(=O)c2cc(-c3cc(C)ccc3O)n[nH]2)cc1Cl	18	0.7	-4	3	-7	-7	-6	0.5	-5
COc1ccc(C2N(c3ccc(OC)cc3)C(=O)C3CCCN32)cc1 (centres undefined)	5	0.9	-2	0	6	1	8	-0.6	-1
Cc1nnc(SCc2cc([N+](=O)[O-])cc3c2OCOC3)[nH]c1=O	-3	-0.6	-4	8	-10	-6	-10	0.1	-3
Cc1cnc(NC(=O)c2cc(-c3ccccc3)nn2-c2ccccc2)s1	-10	/	-3	0	1	12	/	0.6	/
NS(=O)(=O)OCC(Cc1ccccc1)N1C(=O)c2ccccc2C1=O (centres undefined)	-14	6.2	-1	5	-9	8	-20	1.3	-6
CC(C)CN(CC(C)C)S(=O)(=O)N1CCC(C(=O)NCc2cccnc2)CC1	-16	0.4	-16	9	-11	-12	2	0.4	-13
COc1ccc2[nH]c(=O)c(CN(C3CCCCC3)C(c3nnnn3Cc3ccco3)C(C)C)cc2c1 (centres undefined)	1	-0.5	-2	/	/	11	-19	0.6	-10
CC(C)(C)OC(=O)N1Cc2cc3ccccc3nc2C1	-15	/	2	4	11	13	/	5.2	/
CCOc1cccc(C(=O)Nc2ccc(NC(=O)c3ccccc3)c(C)c2)c1	8	0.3	-3	-1	-13	-2	-13	1.0	9
O=S1(=O)CC2SC(=S)N(Cc3ccccc3)C2C1 (centres undefined)	-16	0.1	-2	2	-9	5	-11	1.0	-3
COc1ccc(NC(=O)CN(C)C(=O)C(CCSC)NC(=O)c2ccccc2)cc1 (centres undefined)	-13	-0.3	-2	3	25	-2	-13	3.0	-1
CC(=O)NCc1nc2ccccc2n1Cc1ccccc1F	24*	0.1	-2	3	1	-8	5	-0.1	-13
Cc1c(C)n(CCCN(C)C)c2ncnc(Nc3ccc(F)cc3)c12	11	0.0	-11	1	1	4	-4	0.1	-12
O=C(O)CCCc1nc(-c2ccc(Cl)cc2)no1	-6	1.2	-4	12	-8	16	-5	0.9	-4
CCN(Cc1ccccc1)S(=O)(=O)c1ccc(F)cc1	-3	-0.5	-5	-2	13	10	-6	0.3	2
CCN1C(=O)C(Cc2nc3ccccc3c(=O)n2C)c2ccccc21 (centres undefined)	-7	-1.1	-4	3	-14	7	-23	-0.3	-11
Cc1cc(S(=O)(=O)NCc2ccccc2)ccc1OCC(=O)NCc1ccccn1	-9	4.6	-7	2	7	8	2	4.2	-11
CCN=C1S/C(=C\c2ccc(O)c(OCC)c2)C(=O)N1CC	-4	0.9	-11	19	0	25	-29	0.2	-15

Whole records from above.
`Cc1cnc(NC(=O)c2cc(-c3ccccc3)nn2-c2ccccc2)s1` is entered as CHO-K1 Ca antag = -10; V1R ag counter = /; CHRM1 agonist = -3; TAAR1 ag = 0; TAAR1 antag = 1; M1 PAM parental = 12; CHO parental Ca = /; M1 ag parental = 0.6; OXTR potentiator = /
`CCN1C(=O)C(Cc2nc3ccccc3c(=O)n2C)c2ccccc21` (centres undefined) is entered as CHO-K1 Ca antag = -7; V1R ag counter = -1.1; CHRM1 agonist = -4; TAAR1 ag = 3; TAAR1 antag = -14; M1 PAM parental = 7; CHO parental Ca = -23; M1 ag parental = -0.3; OXTR potentiator = -11

The list continues:
SMILES	CHO-K1 Ca antag	V1R ag counter	CHRM1 agonist	TAAR1 ag	TAAR1 antag	M1 PAM parental	CHO parental Ca	M1 ag parental	OXTR potentiator
CCOc1ccc(S(=O)(=O)N2CCN(Cc3ccco3)CC2)cc1	20	0.5	-3	7	-10	-13	-25	-0.4	-6
Cc1nc(SCC(=O)Nc2nccs2)c(C#N)c(C)c1C	-13	-0.2	-1	2	-3	19	-14	-0.1	-7
COc1cccc(=O)c2c(C)n(-c3cc(C)cc(C)c3)c(C)c12	-9	-0.7	-5	6	-17	12	-27	0.8	-1
Cn1c(=O)oc2cc(S(=O)(=O)N3CCCC(C(=O)NC4CCCc5ccccc54)C3)ccc21 (centres undefined)	-4	1.7	-5	2	5	11	-9	2.4	-6
O=C(CN1CCOCC1)N1N=C(c2cccs2)CC1c1cccs1 (centres undefined)	-15	0.7	-2	0	-4	3	-3	1.7	0
O=C(CCCCC(=O)OC1CCCCC1)OC1CCCCC1	-12	/	11	2	-14	-1	/	-0.1	/
COc1ccc(O)c(C(=O)c2cc(C(=O)NCCc3ccccc3)c(=O)n(CCc3ccccc3)c2)c1	5	-0.4	-5	2	51*	11	-1	2.4	-12
CCSc1nnc(-c2ccc(S(=O)(=O)N3CCOCC3)cc2)n1CC1CCCO1 (centres undefined)	2	0.6	-7	3	14	-2	0	0.1	3
C[C@@H]1CN([C@H](C)CO)C(=O)CCCn2cc(nn2)CO[C@H]1CN(C)C(=O)c1ccc(N2CCN(C)CC2)cc1	9	/	-12	4	-24	4	/	0.4	/
COc1ccc(N2CCN(C(=O)C3COc4ccccc4O3)CC2)cc1 (centres undefined)	2	2.8	-3	16	1	-1	-3	1.2	-1
Fc1cccc(Cl)c1CNCc1ccccc1Cl	14	-0.3	-3	-2	2	-1	-1	-0.6	-6
CCc1c(C)c(C#N)c2[nH]c3ccccc3n2c1=S	17	1.8	0	14	6	-9	-13	8.0	4
CCc1nnc(SCC(=O)Nc2ccccc2Cl)nc1CC	-20	-0.7	-6	3	-17	4	-5	3.2	-8
CC(Sc1nc2c(c(=O)[nH]1)CCCC2)C(=O)Nc1ccc(Br)cn1 (centres undefined)	-16	0.5	-2	-2	0	8	-7	0.1	-4
CCc1nc2ccccc2[nH]c1=O	-16	-0.7	-2	0	-22	-7	-6	0.9	5
O=C(CCCC(=O)N(c1cccc(F)c1)C(C(=O)NC1CCCC1)c1ccc(O)cc1)Nc1ccccn1 (centres undefined)	-8	-0.4	-6	5	-3	6	-15	0.0	3
O=C(CO/N=C/c1c(Cl)cccc1Cl)NNC(=O)c1cccc(Cl)c1	1	0.5	-6	1	-2	-1	-22	0.2	-5
CCN(CC)C(=O)CSc1nnc(SC(C)C(=O)NC2CC2)s1 (centres undefined)	-7	0.8	-4	2	2	20	-5	2.6	2
CCS(=O)(=O)Nc1cccc(C2=NN(S(=O)(=O)c3ccccc3)C(c3ccco3)C2)c1 (centres undefined)	-11	0.9	-3	-3	9	17	-14	1.2	-7
CC(=O)Nc1cc2nn(-c3ccccc3)nc2cc1C	-8	-0.5	0	0	-9	15	-5	0.7	-10
O=C(Nc1ccc(-c2nc3ccccc3[nH]2)cc1)C1CCCO1 (centres undefined)	-8	0.9	-5	6	3	21	5	1.9	-8
Cc1ccc(/C=N/NC(=O)CCSc2ccccc2)cc1	-1	0.0	-9	2	-11	25	-10	2.5	5
Cc1ccc(SCC(=O)N(C)C2CCS(=O)(=O)C2)c(C)c1 (centres undefined)	-6	0.7	-1	5	-15	2	-3	0.2	-3
CN(Cc1ccc2nsnc2c1)C(=O)C1CCC(=O)N(CCc2ccccc2)C1 (centres undefined)	-3	/	2	2	-26	1	/	0.6	/
Cc1ccc(S(=O)(=O)N2CCCC2C(=O)N2CCCCCC2)cc1 (centres undefined)	-8	0.5	-4	-2	4	17	-20	0.7	-22
SMILES	CHO-K1 Ca antag	V1R ag counter	CHRM1 agonist	TAAR1 ag	TAAR1 antag	M1 PAM parental	CHO parental Ca	M1 ag parental	OXTR potentiator
O=C(CN1CCN(c2nc(-c3ccccc3)cs2)CC1)Nc1ccc2c(c1)OCO2	9	1.8	-2	1	38	-6	-20	1.0	-6
O=C(/C=C/c1cccc(Br)c1)NCc1ccncc1	-7	0.6	-5	1	-13	8	-13	0.5	-8
Cc1cccc(C(=O)OC2CCCN(C)C2)c1C (centres undefined)	-5	2.0	-9	0	6	19	-9	1.3	-2
Cc1ccc(OCCSc2nc(N)cc(N)n2)cc1	-8	1.6	-6	-1	20	12	-15	1.3	-16
Cc1cccc(NC(=O)C(=O)NCCCc2ccccc2)c1	/	2.0	/	8	-5	/	-16	/	-5
C=CCN1CC(c2nc3ccccc3n2CCOc2ccccc2)CC1=O (centres undefined)	-3	1.8	-3	6	2	16	-12	1.3	-9
CCCn1nnc2c(=O)oc3ccccc3c21	-15	1.1	-3	0	2	23	-2	0.2	-9
O=C(NCCCn1ccnc1)c1ccccc1Br	-9	0.2	-7	2	2	17	6	0.9	-12
O=C(CSc1n[nH]c(=O)n1C1CC1)Nc1ccc(Cl)cc1Cl	-27	1.0	-2	19	-4	14	1	2.9	-10
O=C(COC(=O)c1ccc(-c2cnc3ccccc3n2)cc1)c1ccccc1	-18	0.1	-3	5	-4	26	-20	2.1	-4
COc1ccccc1C(=O)OCC(=O)Nc1cccc(S(=O)(=O)NC2=NCCCCC2)c1	-21	0.8	1	2	-12	14	-13	0.7	-4

Three entries from above, arranged by their value in TAAR1 antag, falling.
SMILES	CHRM1 agonist	TAAR1 antag	OXTR potentiator
CCS(=O)(=O)Nc1cccc(C2=NN(S(=O)(=O)c3ccccc3)C(c3ccco3)C2)c1 (centres undefined)	-3	9	-7
CCc1c(C)c(C#N)c2[nH]c3ccccc3n2c1=S	0	6	4
O=C(CCCCC(=O)OC1CCCCC1)OC1CCCCC1	11	-14	/

Screens: PubChem, The Scripps Research Institute Molecular Screening Center
